M1 ag – human M1 muscarinic receptor agonism. P11229. CHO-K1 hM1, Fluo-8 calcium fluorescence, agonist mode; 0% DMSO, 100% acetylcholine EC100. activation, % at 3 µM. hit rate 0.33% among 360,000;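 active = activation above the run's mean compound activation plus 3 SD, cut at about 16% in these data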;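 also: peak over basal fluorescence ratio within a 140 s kinetic read after compound addition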
Target sequence (P11229 whole entry, looked up): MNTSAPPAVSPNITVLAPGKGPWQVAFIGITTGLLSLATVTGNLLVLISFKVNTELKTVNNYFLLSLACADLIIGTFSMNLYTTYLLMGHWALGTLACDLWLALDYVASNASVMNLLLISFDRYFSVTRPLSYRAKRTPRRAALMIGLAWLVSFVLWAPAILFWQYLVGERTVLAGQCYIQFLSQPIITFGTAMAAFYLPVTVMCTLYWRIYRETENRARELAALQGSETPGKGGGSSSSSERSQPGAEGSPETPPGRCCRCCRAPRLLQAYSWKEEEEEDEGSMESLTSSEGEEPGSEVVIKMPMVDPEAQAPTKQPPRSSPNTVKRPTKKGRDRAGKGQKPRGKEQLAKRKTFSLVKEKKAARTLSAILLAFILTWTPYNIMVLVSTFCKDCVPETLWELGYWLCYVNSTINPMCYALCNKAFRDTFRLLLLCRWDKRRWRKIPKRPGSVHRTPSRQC
CHRM1 antagonist – blocks human M1 muscarinic receptor. AID 588852. P11229. hit rate 1.3% among 360,000. inhibition, % at 3 µM. CHO-K1 hM1, Fluo-8 calcium fluorescence, ACh EC80 antagonist;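 active = percent inhibition above its own plate's cutoff, namely the mean of that plate's compound wells plus 3 SD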;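 also: peak over basal fluorescence ratio during 140 s after agonist addition; 0% = ACh EC80 plus DMSO and 100% = DMSO alone without agonist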
M1 ag parental – nonselective activator or artifact in parental CHO-K1 cells; Fluo-8 calcium fluorescence; scaled to maximal ATP response, vehicle zero; hit rate 0.48% among 360,000; activation, % at 3 µM; in the data active = activation above about 15%;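 also: untransfected CHO-K1 host cells lacking M1 receptor as counterscreen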
M1 PAM parental – counter-screen for M1 PAMs: effect in parental CHO-K1 cells | activation, % at 3 µM | AID 602247 | hit rate 0.02% among 360,000 | ATP EC20, Fluo-8 calcium fluorescence; 0% at ATP EC20, 100% at ATP max;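 active = activation above the run cutoff, the mean activation of all test compounds plus 3 SD, cut at about 40% in these data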;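 also: peak over basal fluorescence ratio in a 140 s read after ATP addition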
TAAR1 antag – antagonists of human TAAR1; Q96RJ0; CHO RD-HGA16 TAAR1, Fluo-8 calcium fluorescence, antagonist; inhibition, % at 3 µM; hit rate 1.5% among 360,000; AID 624466;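 active = inhibition above a per-plate cutoff, the mean inhibition of test compounds on that plate plus 3 SD, cut at about 49% in these data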;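 also: 0% = DMSO plus EC80 beta-PEA response and 100% = DMSO alone without agonist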
Target sequence (Q96RJ0 whole entry, looked up): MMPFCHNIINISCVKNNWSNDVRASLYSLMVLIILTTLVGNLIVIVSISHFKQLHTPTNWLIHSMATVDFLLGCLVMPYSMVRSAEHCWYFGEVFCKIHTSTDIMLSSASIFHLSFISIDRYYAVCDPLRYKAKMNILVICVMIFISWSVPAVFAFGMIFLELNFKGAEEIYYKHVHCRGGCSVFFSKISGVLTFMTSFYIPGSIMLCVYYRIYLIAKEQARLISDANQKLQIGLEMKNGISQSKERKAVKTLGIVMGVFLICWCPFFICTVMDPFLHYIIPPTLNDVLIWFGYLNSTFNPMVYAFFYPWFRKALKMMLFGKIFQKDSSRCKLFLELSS
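Material: RD-HGA16 CHO cells with stable hTAAR1 and Gα16; Dosing: single nominal final test compound concentration of 3 µM; Schedule: seeding 17-24 h prior, 75-min 37 °C, 30-min RT dye loading; Detection: kinetic Fluo-8 calcium fluorescence measurement; Measure: % inhibition from peak post-agonist over basal fluorescence ratio; Benchmarks: vehicle and agonist controls.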
M1 PAM – potentiates human M1 receptor response to acetylcholine; P11229; CHO-K1 hM1, Fluo-8 calcium fluorescence, ACh EC20; 0% = ACh EC20, 100% = maximal ACh; activation, % at 3 µM; hit rate 0.088% among 360,000; in the data active = activation above about 19%, passing the limit was not always enough
CHO parental Ca – counter-screen: ATP calcium response change in parental CHO cells; parental CHO-K1, ATP-induced calcium, Fluo-8 fluorescence; inhibition, % at 5.6 µM; hit rate 0.63% among 330,000;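 active = inhibition above that plate's mean sample inhibition plus 3 SD, cut at about 26% in these data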;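 also: 0% = ATP-challenged DMSO wells and 100% = DMSO wells without ATP; some compounds past the cut are filed as inactive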
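Material: parental CHO cells / Compound: single nominal dose of 5.6 µM per compound / Signal: Fluo-8 fluorescence / Replicates: singlicate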
CHO-K1 Ca antag – counter-screen for M1 antagonists: effect in parental CHO-K1 cells. hit rate 0.6% among 360,000. inhibition, % at 3 µM. ATP-induced calcium, Fluo-8 fluorescence. AID 602250;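 active = inhibition above a per-plate cutoff, the plate's mean sample inhibition plus 3 SD, cut at about 24% in these data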;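 also: 0% = DMSO plus EC80 ATP and 100% = DMSO alone without ATP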
TAAR1 agonist – agonists of human TAAR1; hit rate 0.99% among 360,000; activation, % at 3 µM; Q96RJ0; CHO RD-HGA16 TAAR1, Fluo-8 calcium fluorescence; vehicle wells 0%, saturating PEA agonist 100%; AID 624467;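 active = activation above the mean activation of all test compounds in the run plus 3 SD, cut at about 38% in these data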
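Signal – calcium-sensitive Fluo-8 signal, excitation 470-495, emission 515-575 nm · System – RD-HGA16 (CHO) cells co-expressing Gα16 and hTAAR1 · Incubation – 17-24 h seeding, 75 min 37 °C dye, 30 min RT · Compound dosing – 3 µM single concentration · Repeats – no replicates (n 1)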
Numbers without * were called inactive; . = not tested or not shown.

SMILES	M1 ag	CHRM1 antagonist	M1 ag parental	M1 PAM parental	TAAR1 antag	M1 PAM	CHO parental Ca	CHO-K1 Ca antag	TAAR1 agonist
COc1ccc(CCNC(=O)COc2cc(O)c3c(c2)OC(C)(C)CC3=O)cc1	-6	-2	1.8	12	-8	1	-15	6	1
COCCCNc1ccn2nc(-c3ccccc3)cc2n1	-2	-17	0.6	2	1	5	.	-1	1
COc1ccc(CNC(=O)C(C)N2CCN(S(=O)(=O)c3ccccc3F)CC2)cc1 (stereo not given)	-4	-5	1.2	11	4	2	-14	-15	0
O=C(CSc1nncn1-c1ccccn1)Nc1cccc(Cl)c1	-2	1	2.3	3	-8	-3	-12	-11	8
CCCCn1c(=O)[nH]c(=O)c2c1nc(-c1ccc(C)c([N+](=O)[O-])c1)n2CC	-6	-11	0.1	3	-23	9	-2	-13	-1
O=C(COC(=O)C1=COCCO1)NC1CCCCCCC1	-8	-4	1.2	19	6	13	-6	-13	2
CCOC(=O)c1[nH]c2ccc(OC)cc2c1NC(=O)c1ccc2c(c1)OCO2	-5	-2	0.9	4	9	3	-17	-4	5
Clc1ccccc1C1=CC(c2ccco2)n2ncnc2N1 (stereo not given)	-6	5	1.7	-14	-3	-3	-10	6	4
N#Cc1ccccc1Sc1ccccc1C(=O)OCC(=O)NC1CCCCC1	-8	-7	1.1	14	3	-1	-8	-2	3
Cc1c(CNCc2cccs2)c(C(=O)O)c(C)n1Cc1ccccc1	-5	4	-0.4	-4	-12	-5	-26	-7	3
COc1ccccc1N(C)S(=O)(=O)c1ccc(C(=O)NCC(C)C)cc1	-1	-8	3.0	13	-5	-2	-11	0	7
N#C/C(=C/c1ccc(Sc2nc3ccccc3[nH]2)o1)c1cccc(Br)c1	-2	17	6.1	8	40	-10	29	1	7
C/C(=N\NC(=O)CSCc1ccccc1Br)c1cccc([N+](=O)[O-])c1	-1	-7	2.1	16	10	7	3	-6	3
CCOc1ccccc1Oc1coc2cc(OC(=O)c3ccco3)ccc2c1=O	-8	7	0.3	2	9	-1	-6	-2	2
CCCc1nc2c3ccccc3ccn2c1Cc1ccc(C)cc1	-5	2	1.8	-4	-4	-17	.	-18	5
CC1(C)CC(=O)C([N+](=O)[O-])=C(NCCCO)C1	-7	-7	0.0	15	-11	8	-3	-3	0
Cc1ccc(S(=O)(=O)N2CCN(CC(=O)N/N=C\C(Cl)=C\c3ccccc3)CC2)cc1	-1	-3	-0.1	9	4	6	3	5	2
O=C(CCCOc1ccccc1)NNC(=O)c1ccc(Cl)cc1	3	-8	-0.1	-20	10	15	-3	5	0
CC1(C)CC(=O)C=C(c2cccc3c2sc2ccccc23)C1	-3	-18	-0.3	1	-5	11	-43	-13	3
CCC(=O)Nc1ccc(S(=O)(=O)Nc2ccc(Cl)nn2)cc1	-3	-3	0.5	18	20	7	2	-10	-1
COc1ccc([N+](=O)[O-])cc1CSc1nnc(NC(C)=O)s1	-4	14	0.2	3	-13	-2	-3	-12	0
CCCN(C(=O)CSc1nc(C2CC2)n(-c2ccccc2)n1)C1CCS(=O)(=O)C1 (stereo not given)	-2	-9	-0.3	-17	-6	16	-19	8	3
O=C1CC(c2cccs2)c2ccc3ccccc3c2N1 (stereo not given)	5	-8	2.1	14	-21	9	-4	-14	3
N#C/C(=C\c1cccs1)C(=O)N1CCOCC1	-4	-1	0.5	13	-15	-1	-14	-7	4
CCOC(=O)C1=C(CC)OC(N)=C(C#N)C1c1ccc(OC)c(C)c1OC (stereo not given)	-8	-1	-0.3	11	-8	3	-23	-6	2
Cc1ccc(NC(=O)CSc2nnc(-c3n[nH]c4ccccc34)n2-c2ccccc2)c(C)c1	-7	13	1.4	4	2	-11	1	-2	1
COc1ccc([N+](=O)[O-])cc1CSc1ccccn1	-9	-6	0.1	11	-4	6	-13	-8	2
Nc1ccccc1Nc1c(F)c(F)nc(F)c1Cl	-5	-6	-0.1	5	-8	3	3	-10	-2
O=C(Nc1ccccc1)C(=O)c1c[nH]c2ccccc12	-3	-4	2.3	17	9	-3	-10	-8	0
O=C(CCNC(=O)c1ccc(Br)cc1)NNC(=O)C1COc2ccccc2O1 (stereo not given)	0	4	-0.1	-27	-2	8	1	12	0
O=C(/C=C/c1ccc(Cl)cc1Cl)c1ccc[nH]1	-11	-6	-0.4	14	-13	-2	-16	-2	6
O=C(COC(=O)c1c(Cl)cccc1Cl)NC1CCCCC1	-6	-7	0.5	-12	9	7	3	-5	0
CN1C=CC(C(C(N)=O)c2ccccc2)c2ccccc21 (stereo not given)	3	-7	0.0	-13	-3	23	.	4	3
Cc1nc(-c2ccccc2)[nH]c(=O)c1Oc1ccc(Cl)cc1Cl	-3	9	1.8	1	-41	-6	-16	-2	0
Cc1ccc2nc(N(CCCN(C)C)C(=O)c3ccc(S(=O)(=O)N(C)C)cc3)sc2c1	-5	6	0.6	17	-6	3	-11	-16	2
COc1ccc(C(=O)NCc2c(C)nn(Cc3ccccc3)c2C)cc1S(=O)(=O)N1CCOCC1	-8	-2	0.6	-19	-16	2	-13	-7	-2
COc1ccc(CCNc2nc(-c3ccncc3)cs2)cc1OC	2	-5	6.2	14	10	0	-19	-13	3
COCCCNC(=O)CC1C[C@H](C(=O)N(C(C)C)C(C)C)[C@@]2(C)c3[nH]c4ccccc4c3CCN2C1=O (stereo not given in full)	-2	-6	-0.2	13	-17	7	-16	-7	-1
CC(C)N1CCC(NC(=O)Nc2ccccc2)CC1	-6	-1	-0.6	-3	-1	0	0	-5	8
O=C(c1ccccc1F)N1CCN(Cc2ccc3c(c2)OCO3)CC1	-5	-4	1.0	13	-38	4	-5	-7	1
O=C(Nc1ccc(S(=O)(=O)NCc2ccco2)cc1)c1ccc(F)cc1	-4	10	8.2	4	-3	-2	2	-2	5
COc1ccc(S(=O)(=O)N2CCC(c3nc4ccccc4[nH]3)CC2)cc1	-7	0	3.3	10	-3	3	-15	-25	4
c1ccc2c(c1)ncn2CCCCOc1ccc2c(c1)CCC2	-2	9	1.9	5	33	1	37*	1	7
O=C(CCNC(=O)c1ccc(Cl)cc1)Nc1ccncc1	1	-5	2.2	-1	1	4	14	1	0
O=C(NC1CCCC1)C(c1cccs1)N(C(=O)c1ccno1)c1ccccc1 (stereo not given)	-7	-34	-0.5	13	1	9	-36	-4	2
CC(C)C(=O)NC(Nc1cccc2cccnc12)C(Cl)(Cl)Cl (stereo not given)	-4	-9	0.5	21	-26	1	-22	-15	5
Cc1cc2c(c(=O)o1)C(C1C=CCCC1)C(C#N)=C(N)O2 (stereo not given)	0	-12	0.1	5	5	12	-11	-1	9
CC(=O)NNc1nc(-c2ccccc2)c2cc(Cl)ccc2n1	0	-22	0.9	15	0	14	.	-8	7
O=C(CCCN1C(=O)/C(=C/c2ccccc2Cl)SC1=S)NNC(=O)c1ccccc1	-6	-2	0.4	23	13	4	-37	-12	-1
COc1ccc(C(=O)O)cc1S(=O)(=O)NCCN(C)C	-2	-30	-0.5	-18	-10	9	-9	4	2

Looked up above.
Reading of `COc1ccc(S(=O)(=O)N2CCC(c3nc4ccccc4[nH]3)CC2)cc1` under M1 PAM: 3
Reading of `O=C(CCCN1C(=O)/C(=C/c2ccccc2Cl)SC1=S)NNC(=O)c1ccccc1` under CHO-K1 Ca antag: -12
Reading of `O=C(CCNC(=O)c1ccc(Cl)cc1)Nc1ccncc1` under TAAR1 agonist: 0
Reading of `CC(C)C(=O)NC(Nc1cccc2cccnc12)C(Cl)(Cl)Cl` (stereo not given) under M1 PAM parental: 21

Later entries
SMILES	M1 ag	CHRM1 antagonist	M1 ag parental	M1 PAM parental	TAAR1 antag	M1 PAM	CHO parental Ca	CHO-K1 Ca antag	TAAR1 agonist
CCOCCn1c(CN2CCN(C)CC2)nc2c1c(=O)n(C)c(=O)n2C	-1	-31	-0.2	18	-8	29*	-3	-6	1
CCn1c(SCC(=O)C(C)(C)C)nnc1-c1cccnc1	-4	14	0.1	-8	9	-10	-2	-2	4
CCOC(=O)c1nc(C)n(-c2cc(Cl)cc(Cl)c2)n1	-6	-10	0.2	20	5	8	-8	-7	15
CCCn1c(C)cc(C(=O)COC(=O)c2nccnc2N)c1C	-3	-7	6.8	1	7	11	-20	9	3
C=C(C)C(=O)Nc1cccc(C2=NOC3(C2)C[C@@H](C(N)=O)N(C(=O)/C=C/C=C/C)C3)c1 (stereo not given in full)	-3	7	0.0	-4	9	-3	1	-10	2
COc1ccc(N2CCN(C(=O)c3ccc(C)c(NC(=O)C4=C(C)OCCS4)c3)CC2)cc1	1	-9	5.0	17	-2	6	-19	-5	3
O=C(c1cccs1)N(Cc1ccco1)C1CCS(=O)(=O)C1 (stereo not given)	-5	4	0.5	-10	11	6	-14	5	6
COc1ccccc1CNC(=O)COc1ccc(S(=O)(=O)N2CCOCC2)cc1	-2	-7	2.1	17	0	3	-3	-11	0
COc1ccc([C@H]2C[C@H](O)[C@@H](n3cc(COC(=O)c4ccccc4)nn3)CN2Cc2cccs2)cc1	-2	-19	-0.1	-10	-38	6	.	31*	1
O=S(=O)(c1ccc2ccccc2c1)N1CCN(CCO)CC1	-2	-19	-0.1	12	0	15	-2	4	2
CCC1SC(CC)C(=O)N(CC(=O)NCCc2ccccc2)C1=O (stereo not given)	-3	-2	0.3	8	3	5	-8	-12	1
Cc1ccccc1NS(=O)(=O)c1ccc(-c2ccc(=O)[nH]n2)o1	-2	-8	1.1	14	-2	10	-4	-2	0
NC1=NC(c2ccc(F)cc2)n2c(nc3ccccc32)N1 (stereo not given)	-9	1	0.4	26	-9	5	0	-15	4
Cc1occc1-c1nnc(-c2cc([N+](=O)[O-])cc([N+](=O)[O-])c2)o1	-6	15	9.2	21	-4	-11	-16	-11	11
Cc1cccc(N2CCN(S(=O)(=O)c3cc4c(cc3Cl)NC(=O)CO4)CC2)c1C	0	-14	0.3	12	-27	7	-7	-7	-1
CC1CCN(CCC(=O)Nc2ccc(Cl)cc2)CC1	-8	5	0.7	8	-7	-6	-5	-10	3
Cc1cc(NC(=O)CCC(=O)N(CC(=O)NCC2CCCO2)c2ccc(C)c(C)c2)no1 (stereo not given)	-8	-5	1.1	18	-5	6	-6	-17	-1
CC1CCC(NC(=O)COC(=O)c2ccc3ncsc3c2)CC1 (stereo not given)	-5	-6	0.0	13	-10	8	-11	-20	3
CC(=O)NCCc1nc2ccccc2n1Cc1ccc(C)cc1	-3	-1	0.3	11	-20	4	-9	4	2
Cc1cc(-c2nn(-c3ccccc3F)cc2CN(C)CC(O)CO)c(C)s1 (stereo not given)	-3	-15	0.9	3	-16	10	-20	-15	1

3 compounds out of the list above, arranged by their value in CHRM1 antagonist, descending:
SMILES | CHRM1 antagonist
Cc1occc1-c1nnc(-c2cc([N+](=O)[O-])cc([N+](=O)[O-])c2)o1 | 15
Cc1cc(NC(=O)CCC(=O)N(CC(=O)NCC2CCCO2)c2ccc(C)c(C)c2)no1 (stereo not given) | -5
Cc1cccc(N2CCN(S(=O)(=O)c3cc4c(cc3Cl)NC(=O)CO4)CC2)c1C | -14

Assay outcomes from PubChem.
